# Assay outcomes: PubChem BioAssay, Broad Institute
# dFosB activator: mouse delta FosB homodimer activation; activation, % at 25 µM; P13346; actives 0.99% (n = 340,000); AID 493131; purified delta FosB, TAMRA-CDK5 oligo fluorescence polarization; percent of positive-control signal above neutral wells;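 active = mean activation above about 17%, with every replicate also reaching it, limit read from the data, passing the limit was not always enough; inconclusive = only one of the two conditions met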;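 also: fluorescence polarization rise as delta FosB binds a TAMRA Cdk5 AP-1 oligo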
# Target sequence (P13346 whole entry, looked up): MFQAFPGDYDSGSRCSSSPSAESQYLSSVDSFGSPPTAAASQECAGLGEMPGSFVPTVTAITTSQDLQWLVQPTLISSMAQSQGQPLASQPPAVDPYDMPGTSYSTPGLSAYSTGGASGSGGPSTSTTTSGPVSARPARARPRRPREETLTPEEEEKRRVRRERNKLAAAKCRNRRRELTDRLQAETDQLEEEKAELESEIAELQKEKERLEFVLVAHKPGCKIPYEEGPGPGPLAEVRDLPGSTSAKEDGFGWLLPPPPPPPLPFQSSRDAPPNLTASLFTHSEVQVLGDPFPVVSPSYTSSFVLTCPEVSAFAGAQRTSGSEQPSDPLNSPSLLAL
# CAL PDZ FP-1: blocks peptide binding to human CAL PDZ domain. Q9HD26. purified CAL PDZ, TMR-peptide fluorescence polarization, 1 h. inhibition, % at 20 µM. actives 0.02% (n = 330,000). AID 504414;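 active = highest replicate inhibition of at least 40%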;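 also: plate controls were DMSO neutral control wells for no effect and unlabeled competitor peptide control wells for full effect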
#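 Control set: unlabelled peptide and DMSO controls / Material: purified CerCALP PDZ construct / Timing: 1 h incubation at room temperature before polarization reading / Doses: 20 µM, one dose / Detection: fluorescence polarization (mP)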
# SR-BI uptake up: enhances SR-BI lipid uptake from DiI-HDL | CHO ldlA[mSR-BI] cells, DiI-HDL uptake fluorescence, 3 h; 100 = double the neutral-control signal | activation, % at 12.5 µM | actives 0.096% (n = 320,000);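 active = mean replicate activation of at least 60% and every replicate at or above 60%; inconclusive = mean or all-replicate condition met, but not both; inactive = mean below 60% and not all replicates reaching 60%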;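 also: 0% = median plate neutral-control signal and 100% = twice that signal; values of inactives mirror those of a sister screen read the other way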
#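 Assay system: CHO ldlA[mSR-BI] cells, LDL receptor-null, SR-BI overexpressing; medium: Ham's F12 with 0.5% BSA, HEPES 25 mM, pH 7.4; also added: DiI-HDL 10 µg/mL; timing: 3 h uptake period with compound, 37 °C; signal: DiI fluorescence, bottom read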
# CAL PDZ FP-2: CAL PDZ (human) peptide binding inhibition; Q9HD26; purified CAL PDZ, TMR-peptide fluorescence polarization, 1 h; inhibition, % at 24.9 µM; actives 0.92% (n = 300,000); AID 602252;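 active = mean inhibition of at least 30% with at least half of replicates also reaching 30%; inconclusive = no clear call, values can overlap the other calls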;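 also: 0% = DMSO neutral control and 100% = excess unlabeled competitor peptide PRC23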
# PfHsp90 yeast 2: reduces growth (ATP signal) of yeast expressing P. falciparum Hsp90. S. cerevisiae expressing PfHsp90, BacTiter-Glo ATP, 48 h; yeast lacking PDR1 and PDR3 efflux regulators. actives 0.32% (n = 310,000). inhibition, % at 9.4 µM;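 active = every replicate shows inhibition above about 80%, whatever the replicate mean, limit read from the data; inconclusive = mean inhibition reaches the set limit but some replicate falls short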;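 also: 0% = DMSO neutral controls and 100% = 20 µM radicicol positive controls; yeast relying on Plasmodium falciparum Hsp90 in place of its own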
# PvdQ acylase: blocks Pseudomonas aeruginosa PvdQ acylase activity. AID 488965. purified PvdQ acylase, fluorescence plate reader. actives 0.063% (n = 340,000). inhibition, % at 10 µM; in the data active = inhibition above about 30%, passing the limit was not always enough; inconclusive = no clear call, values can overlap the other calls;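 also: 0% = vehicle neutral wells and 100% = reference inhibitor wells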
# NSD2 HMT inh: NSD2 (human) methyltransferase inhibition; NSD2 peptide methylation, AlphaScreen, 120 min; inhibition, % at 12.5 µM; actives 0.54% (n = 310,000); in the data active = inhibition above about 50%
# SR-BI HDL uptake: inhibitors of mouse SR-BI mediated HDL lipid uptake; ldlA[mSR-BI] CHO cells, DiI-HDL uptake fluorescence, 3 h; inhibition, % at 12.5 µM; actives 0.96% (n = 320,000);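 active = mean replicate inhibition of at least 70% and a set share of replicates each scoring 70 or more; inconclusive = meets just one of the two criteria; inactive = fails both criteria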;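 also: 0% = median of neutral control wells and 100% = median of positive control wells; values of inactives mirror those of a sister screen read the other way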
# Target sequence (Q61009 whole entry, looked up): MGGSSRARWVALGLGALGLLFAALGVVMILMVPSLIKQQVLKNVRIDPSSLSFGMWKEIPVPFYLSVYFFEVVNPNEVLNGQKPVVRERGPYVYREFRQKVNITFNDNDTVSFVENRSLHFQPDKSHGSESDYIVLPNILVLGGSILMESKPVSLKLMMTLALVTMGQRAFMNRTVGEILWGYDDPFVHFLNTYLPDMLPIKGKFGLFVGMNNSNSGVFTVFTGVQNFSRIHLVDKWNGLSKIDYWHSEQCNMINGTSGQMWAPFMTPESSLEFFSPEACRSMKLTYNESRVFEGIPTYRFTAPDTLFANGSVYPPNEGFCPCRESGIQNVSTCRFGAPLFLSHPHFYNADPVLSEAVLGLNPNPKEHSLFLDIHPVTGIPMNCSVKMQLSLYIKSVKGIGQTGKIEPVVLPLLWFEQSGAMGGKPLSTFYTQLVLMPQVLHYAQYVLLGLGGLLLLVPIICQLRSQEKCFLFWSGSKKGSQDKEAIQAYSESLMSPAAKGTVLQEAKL
# Rtt109 Vps75: C. albicans Rtt109 histone acetyltransferase inhibition. inhibition, % at 34.9 µM. AID 540336. purified Rtt109/Vps75, ThioGlo CoA-SH fluorescence, 4 h. Q5AAJ8. actives 0.16% (n = 330,000);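 active = inhibition of at least 50% in every replicate; inconclusive = best replicate reaches 50% inhibition but some replicates fall short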
# MITF TRPM1 HTS: activators of MITF-driven TRPM1 promoter activity in SK-MEL-5 cells. SK-MEL-5 TRPM1-promoter luciferase, 24 h; % of positive control, neutral wells = 0. activation, % at 12.5 µM. actives 0.75% (n = 300,000). AID 588334;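 active = mean activation of at least 80% with every replicate also reaching 80%; inconclusive = mean reaches 80% but some replicate falls short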;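 also: 0% = neutral control wells and 100% = parthenolide positive control wells; values of inactives mirror those of a sister screen read the other way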
# * marks the source's active call; other numbers are inactive results; ? = inconclusive; / = no result given.
# Values run as follows: dFosB activator, CAL PDZ FP-1, SR-BI uptake up, CAL PDZ FP-2, PfHsp90 yeast 2, PvdQ acylase, NSD2 HMT inh, SR-BI HDL uptake, Rtt109 Vps75, MITF TRPM1 HTS
> CC1CC(N(C(=O)c2ccco2)c2ccccc2)c2ccccc2N1 (configuration not stated)
  -9.0, -1.4, /, -1.1, 11.0, -12.0, 5.5, /, -10.1, -0.9
> CCNc1nc(NC(C)C)nc(N(C#N)C(C)C(=O)N(C)C)n1 (configuration not stated)
  -4.7, 0.0, 18.0, 4.3, 1.0, 2.8, -7.6, -18.0, -2.3, -7.6
> O=C(CN1C(=O)CNC1=O)Nc1cc(Cl)cc(Cl)c1
  -10.0, -0.1, 5.9, /, /, 8.3, -1.1, -5.9, 24.4, 9.5
> COc1ccc(OC)c(S(=O)(=O)n2cccn2)c1
  -5.8, -0.8, 11.6, -4.6, 20.8, -4.5, 11.4, -11.6, -0.5, -0.6
> COCC(=O)N(Cc1cc2cc(OC)ccc2[nH]c1=O)c1ccc(C)cc1
  1.1, -0.9, 41.5, /, 6.1, 3.3, -0.4, -41.5, 2.3, /
> COc1ccc(C/C(C)=N/NS(=O)(=O)c2ccc(Br)cc2)cc1
  -4.7, 0.5, 14.2, 0.0, -3.9, -18.1, -13.6, -14.2, 2.5, -1.1
> CCN(CC)CCNC(=O)c1cccc(NC(=O)C(=O)c2cc(Br)ccc2NC(C)=O)c1
  -5.1, -3.3, -12.0, -0.1, 14.6, 0.6, 56.9*, 12.0, 9.9, -9.2
> C[C@H](Nc1ncnc2sc3c(c12)CCC3)C(=O)O
  -3.6, -0.4, 27.3, -5.3, 21.0, -17.3, -2.1, -27.3, -2.1, 3.6
> CC(=O)N1CCC(C(=O)Nc2ccc(S(=O)(=O)NCCc3ccccc3)cc2)CC1
  1.2, -2.8, 15.6, -2.1, 2.5, -2.8, -1.0, -15.6, -1.4, -4.3
> CCCCN(CC)CCCNC(=O)CN1C(=O)CSc2ccc(S(=O)(=O)N3CCOCC3)cc21
  -8.2, -1.5, 7.4, 0.2, 14.3, -8.1, 13.8, -7.4, 1.1, 2.6
> Cc1cccc(-c2nnc(SCc3nc4ccccc4[nH]3)n2Cc2ccco2)c1
  -6.3, -1.2, 11.1, 2.7, -25.9, -20.7, 4.1, -11.1, -7.5, -14.0
> CC(C)(C)C(=O)Nc1nnc(SCC(=O)Nc2nccs2)s1
  2.8, 0.3, 19.3, -4.6, 9.3, -5.4, -5.0, -19.3, 6.7, 4.7
> O=C(CSCc1c[nH]c(=O)[nH]c1=O)OCC(=O)c1ccc(Br)cc1
  2.1, -0.5, -2.2, -6.7, -0.5, -1.2, 2.8, 2.2, 4.5, -6.3
> Cc1ccc(Nc2nc(CSc3nnnn3-c3ccccc3)cc(=O)[nH]2)cc1
  -13.3, -2.9, 7.3, -1.2, /, -2.5, 1.7, -7.3, -1.5, /
> COc1ccc(-c2nnc(OCc3nc4ccccc4n3C)c3ccccc23)cc1
  0.9, -4.8, -6.8, /, -2.7, -8.5, -0.7, 6.8, 10.1, -5.2
> CC(C)(C)c1ccc(C(=O)NCC(=O)NCC(C)(C)N2CCOCC2)cc1
  2.0, 0.7, 13.8, /, 4.5, -17.0, -0.6, -13.8, -0.6, -1.1
> Cc1onc(-c2c(Cl)cccc2Cl)c1C(=O)NN1CCCCCC1
  -2.0, 0.2, 21.6, 3.8, 3.7, -2.7, -0.9, -21.6, 1.9, /
> CC(Sc1nnc(-c2cccs2)n1C1CC1)C(=O)NCC1CCCO1 (configuration not stated)
  -5.1, 0.4, 11.3, -5.8, /, -10.6, -1.5, -11.3, -1.1, 7.2
> O=C(O)CCCNc1n[nH]c(=O)[nH]c1=O
  -0.4, -2.3, 18.4, 0.0, 9.8, -13.4, 2.5, -18.4, 1.1, 7.2
> CCCCn1c(SCC(=O)N(C)C)nnc1-c1ccncc1
  -1.9, 0.0, 6.3, /, -10.0, -9.9, 2.5, -6.3, 5.0, 3.0
> CC(=O)Nc1cc2c3c(c1)CCC(=O)N3CCC2
  -1.2, -2.8, 6.5, -0.8, 8.1, -9.2, -1.3, -6.5, 7.9, 8.0
> CCC(C)N1CCCCC1C(=O)Nc1c(C)cc(C)cc1C (configuration not stated)
  -6.4, -1.8, 11.9, -1.7, 17.7, -11.6, 0.4, -11.9, -1.9, -8.8
> Cc1ccc(C(=O)COC(=O)c2ccccc2N2C(=O)C3C4CCC(C4)C3C2=O)cc1C (configuration not stated)
  3.2, -0.8, -10.0, 2.8, /, -11.5, 0.3, 10.0, -11.8, /
> COc1ccc(Nc2nc(NCC3CCCO3)c3ccccc3n2)c(OC)c1 (configuration not stated)
  ?, 3.1, -34.0, 4.6, 4.9, -13.4, 8.2, 34.0, 13.9, 3.2
> COc1cccc(NC(=O)c2ccccc2-c2nc(-c3cccc(C)c3)no2)c1
  0.1, -4.4, -12.8, -1.7, 0.5, -4.3, -1.2, 12.8, /, 25.3
> O=C(NCc1cccc(Cl)c1)NCc1cccc(Cl)c1
  -3.7, -0.5, 8.0, -2.6, -1.3, 10.9, -1.0, -8.0, 6.5, -7.4
> CCOC(=O)c1ccc(NC(=O)CSc2nnc(COc3ccccc3OC)n2CC)cc1
  -4.0, -2.2, -48.3, -1.9, -5.5, -12.5, 3.8, 48.3, 0.6, 10.4
> Cn1nnnc1SCC(=O)Nc1cccc([N+](=O)[O-])c1
  8.5, 0.2, -2.5, 4.8, -11.9, -13.5, -1.0, 2.5, -6.3, -3.8
> CCCCn1c(-c2ccccc2)cnc1SCC(=O)NCCc1ccc(OC)c(OC)c1
  -14.6, -2.9, -18.0, 0.1, 18.8, -14.0, -1.6, 18.0, 11.9, 38.5
> Cc1ccc(-n2c(Cc3ccccc3)n[nH]c2=S)c(C)c1
  -12.4, -2.0, -5.4, -1.0, 9.1, -7.3, /, 5.4, 7.0, -0.3
> CN1CCN(CC(=O)Nc2ccc(OC(F)(F)F)cc2)CC1
  -2.0, 0.2, -12.1, -4.9, -19.8, -12.4, -0.1, 12.1, 2.5, /
> O=[N+]([O-])c1ccc2nonc2c1Nc1cccc(F)c1
  -6.4, 1.5, -0.7, -2.5, 1.7, -0.1, 2.6, 0.7, -5.9, 10.9
> CCc1cccc(C)c1NC(=O)C1CCN(C(=O)c2ccc([N+](=O)[O-])cc2)CC1
  -5.6, -2.0, 13.6, -4.6, -26.6, -4.3, -2.9, -13.6, 2.3, 8.0
> CSC(=N/N=C(\N)c1cnccn1)SC
  7.0, -1.5, 2.1, -0.9, -15.2, -2.1, -1.6, -2.1, 4.5, -4.9
> COc1cccc(Cn2cnc3c([N+](=O)[O-])c(C)c(C)cc32)c1
  -1.5, -0.1, -36.5, -0.6, -20.6, -9.8, -2.0, 36.5, -1.8, 2.6
> C=CCn1cnc2c(nnn2-c2ccc(C)c(Cl)c2)c1=O
  -2.7, -1.6, -2.2, -0.2, /, 3.7, 0.8, 2.2, 8.3, 19.2
> CC(=O)Nc1cccc(NC(=S)Nc2cccc(Cl)c2Cl)c1
  -1.1, -0.1, -17.6, -3.4, 37.1, 5.7, -3.0, 17.6, 4.0, -2.0
> CC(C)(C)C(=O)Nc1nc(-c2ccc3c(c2)OCO3)cs1
  -4.0, -0.1, -26.6, -5.5, -4.6, 1.3, -1.7, 26.6, 6.5, ?
> COc1cccc(C(=O)Oc2cc(C)[nH]c(=O)c2[N+](=O)[O-])c1
  -4.3, -0.8, 9.9, 5.3, 26.1, -5.2, /, -9.9, 3.0, -5.4
> COCCCNC(=O)C[C@H]1C[C@H](C(=O)N2CCOCC2)[C@@]2(C)c3[nH]c4cc(-c5ccco5)ccc4c3CCN2C1=O
  -8.8, 0.6, 5.4, -8.2, 9.8, -17.4, /, -5.4, 1.4, -0.8
> O=C(N/N=C/C1CC2C=CC1C2)c1ccccc1O (configuration not stated)
  -0.2, -2.8, /, -0.5, 3.0, 7.6, -1.9, /, 12.3, 11.9
> O=C(c1ccco1)N1C(=O)c2cccc3cccc1c23
  -22.6, -3.0, 22.3, -3.0, 65.7, -5.2, 2.7, -22.3, 5.0, -7.6
> Cc1ccc(OCC(=O)O/N=C(\N)c2ccncc2)cc1C
  -1.7, -3.8, /, -6.3, -18.0, -7.4, 0.9, /, 2.5, 79.5
> COc1cccc(C(=O)/C=C/c2ccc(SC)cc2)c1
  -11.1, 0.5, 11.5, -6.9, /, -7.7, 5.2, -11.5, -9.2, 18.2
> Nc1nnnn1/N=C/c1cc(Cl)cc(Cl)c1O
  -3.2, -1.1, 9.3, /, 8.4, 5.2, -0.3, -9.3, 5.0, 1.2
> COc1ccc2[nH]c(C)c(CCNC(=S)Nc3ccc(F)cc3)c2c1
  -10.9, -2.3, -48.2, -1.5, -8.8, -6.9, -0.7, 48.2, 7.0, 15.8
> Cc1cc(C)cc(NC(=S)N2CCC(NC(=O)c3ccco3)CC2)c1
  -4.6, -1.2, /, -0.7, -33.3, -14.7, 7.5, /, -7.0, -0.2
> Cc1cc(C)nc(-n2cc(C(=O)c3cc(F)ccc3O)cn2)n1
  -1.0, -0.1, 22.3, -3.0, 15.6, -21.9, -1.5, -22.3, 1.1, 1.6
> Cc1ccc(C(=O)NCC(=O)N(C)Cc2ccc(Cl)cc2Cl)s1
  -11.9, -1.9, -6.8, -6.2, -13.6, -13.8, 0.0, 6.8, 13.5, 9.1
> COc1ccc(/C=C2\SC(=O)N(CC(=O)NC3CCS(=O)(=O)C3)C2=O)cc1 (configuration not stated)
  ?, -2.5, -4.6, 0.8, 1.2, 10.7, 0.9, 4.6, 20.4, 4.7
> COc1cccc(CNC(=O)CCC2CCCN(C(=O)c3cc(C4CC4)[nH]n3)C2)c1 (configuration not stated)
  -8.9, 0.1, -7.7, -1.1, 29.2, -10.2, 1.9, 7.7, /, 4.9
> Cn1cc(S(=O)(=O)c2ccccc2)c(=O)c2cc(F)c(N3CCOCC3)cc21
  10.5, -0.6, 13.8, 5.8, 21.5, -0.1, -2.3, -13.8, 3.1, -8.4
> CC1CC(C)CN(C(=O)CNS(=O)(=O)c2ccc(Br)s2)C1 (configuration not stated)
  -0.3, -0.6, 46.2, -3.9, -17.0, -12.7, /, -46.2, -2.5, -2.4
> COc1ccccc1S(=O)(=O)Cc1ccc(C(=O)N2CCN(c3ccccc3)CC2)o1
  -5.9, 0.0, -30.5, 3.6, 15.4, -13.7, 1.5, 30.5, -19.9, -9.2
> CS(=O)(=O)N(CC(=O)NCCSCc1ccccc1Cl)c1ccc(F)cc1
  -7.9, -1.1, -31.3, 0.2, 0.9, 4.3, -2.5, 31.3, -2.2, -11.1
> COc1cccc(NC(=O)COC(=O)C2CC3CCCC(C2)C3=O)c1 (configuration not stated)
  -4.8, 0.2, 2.6, -0.4, -2.7, 1.7, -0.1, -2.6, 6.3, -4.5
